Screening results (PubChem BioAssay)
APE1 inh – blocks human APE1 abasic DNA cleavage. P27695. recombinant APE1, TAMRA/BHQ-2 abasic DNA cleavage fluorescence. Potency, µM (titrated, usually from 65.8 µM), inactives show top-dose activity change, negative = inhibition, hits mostly inhibitors. hit rate 0.35% among 350,000. AID 2517;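 note: potency is the fitted concentration of half-maximal effect; plate controls were vehicle for no effect and reference inhibitor for full effect; nearly all actives have a fitted effect of over 55% in size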
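Enzyme (0.75 nM final) and test compound are incubated 15 min at room temperature before adding 50 nM quenched THF abasic-site duplex. Cleavage dequenches TAMRA, followed at 525/598 nm over three reads one minute apart.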
BLM inh – blocks DNA unwinding by human BLM helicase | recombinant BLM DNA unwinding, fluorescence dequenching | AID 2528 | P54132 | hit rate 0.2% among 350,000 | Potency, µM (top dose mostly 56.1 µM), without a hit: at the top dose activity change, negative = inhibition, most hits filed as inhibitors;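 note: potency is the fitted concentration of half-maximal effect; plate controls were vehicle for no effect and no enzyme for full effect; nearly all actives have a fitted effect of over 35% in size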
Tb PGK inh – inhibitors of T. brucei phosphoglycerate kinase; Potency, µM (titrated, usually from 57.5 µM), inactives show top-dose activity change, negative = inhibition, usual class: inhibitors; P07378; hit rate 0.043% among 380,000; PGK/GAPDH coupled, Kinase-Glo luminescence, 60 min; note: potency is the fitted concentration of half-maximal effect; % is set by controls: 0 for no effect and ±100 for the full control effect; nearly all actives have a fitted effect of over 60% in size
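Luminescent ATP detection (Kinase-Glo Plus) follows a 60-minute room-temperature incubation, with wells lacking PGK as controls. Buffer: 100 mM TEA (pH 7.6), 5 mM MgCl2, 0.01% Tween-20. Coupling enzyme GAPDH (100 nM final) supplies unstable 1,3-BPG in-well.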
RXFP1 antagonist – antagonists of human relaxin receptor RXFP1; Q9HBX9; HEK293-RXFP1, relaxin-stimulated cAMP HTRF, 30 min; active compounds read low; activity change, negative = inhibition, % at 57.5 µM; hit rate 0.59% among 350,000; AID 1259400;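 active = activity change of -60% or lower, but not beyond a set lower limit; inconclusive = change between -60% and -40%, or beyond the set limit; inactive = change above -40%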; note: % is set by controls: 0 for no effect and ±100 for the full control effect
Pol iota inh – DNA polymerase iota (human) inhibition; Pol iota fluorescent replication assay, 10 min; hit rate 1% among 390,000; Q9UNA4; Potency, µM (doses to about 115 µM), without a hit: at the highest dose activity, negative = inhibition, hits mostly inhibitors; note: potency is the fitted concentration of half-maximal effect
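Fluorescent replication assay read twice, at 0 min and 10 min after adding 50 nM (final) substrate. Enzyme (10 nM) and compounds were first incubated 15 min at room temperature; enzyme-free buffer wells were negative controls.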
POLB inh – inhibitors of human DNA polymerase beta. P06746. Pol beta primer extension/strand displacement, fluorescence kinetic. AID 485314. hit rate 1.3% among 340,000. Potency, µM (series often up to 114 µM), for the others: top-dose activity change, negative = inhibition, most hits filed as inhibitors; note: potency is the fitted concentration of half-maximal effect; % is set by controls: 0 for no effect and ±100 for the full control effect
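10 nM enzyme + cpd, 15 min RT; start with substrate 50 nM final; read 0 min and after 10 min RT. Corrected, normalized data; 4-parameter Hill curve fit.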
Apoferritin bind – candidate novel general anesthetic via apoferritin binding; apoferritin/1-aminoanthracene competitive binding, fluorescence; AID 485281; hit rate 0.074% among 350,000; Potency, µM (series often up to 77.5 µM), for the others: at the highest dose activity change, negative = displacement, actives largely listed as inhibitors; note: potency is the fitted concentration of half-maximal effect; % is set by controls: 0 for no effect and ±100 for the full control effect; nearly all actives have a fitted effect of over 20% in size
Target sequence (P02791 2-175 limits assumed): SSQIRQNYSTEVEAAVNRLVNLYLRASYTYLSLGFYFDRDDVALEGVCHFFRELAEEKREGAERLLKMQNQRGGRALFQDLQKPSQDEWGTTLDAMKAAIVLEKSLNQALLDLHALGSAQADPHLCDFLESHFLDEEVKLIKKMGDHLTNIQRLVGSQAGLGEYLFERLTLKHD
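Horse-spleen apoferritin (10 uM) was mixed with 50% saturated 1-aminoanthracene in PBS, exposed to compounds for 10 min at room temperature, and read for fluorescence (ex 380 nm, em 535 nm). Competitive displacement was fitted with a four-parameter Hill equation.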
POLK inh – DNA polymerase kappa (human) inhibition; Potency, µM (series often up to 107 µM), for inactives: at the highest dose activity, negative = inhibition, hits mostly inhibitors; Q9UBT6; hit rate 0.53% among 400,000; purified Pol kappa, fluorescent DNA synthesis assay, 10 min; note: potency is the fitted concentration of half-maximal effect; % is set by controls: 0 for no effect and ±100 for the full control effect
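Kinetic fluorescence screen: compound preincubated 15 min RT with 10 nM enzyme; 50 nM substrate (final) initiates; reads at 0/10 min.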
Pol eta inh – blocks human DNA polymerase eta activity; AID 588591; Q9Y253; recombinant Pol eta, fluorescent DNA replication assay; hit rate 1.2% among 390,000; Potency, µM (top dose mostly 114 µM), for the others: top-dose activity change, negative = inhibition, actives largely listed as inhibitors; note: potency is the fitted concentration of half-maximal effect; % is set by controls: 0 for no effect and ±100 for the full control effect
Target sequence (Q9Y253 whole entry, looked up): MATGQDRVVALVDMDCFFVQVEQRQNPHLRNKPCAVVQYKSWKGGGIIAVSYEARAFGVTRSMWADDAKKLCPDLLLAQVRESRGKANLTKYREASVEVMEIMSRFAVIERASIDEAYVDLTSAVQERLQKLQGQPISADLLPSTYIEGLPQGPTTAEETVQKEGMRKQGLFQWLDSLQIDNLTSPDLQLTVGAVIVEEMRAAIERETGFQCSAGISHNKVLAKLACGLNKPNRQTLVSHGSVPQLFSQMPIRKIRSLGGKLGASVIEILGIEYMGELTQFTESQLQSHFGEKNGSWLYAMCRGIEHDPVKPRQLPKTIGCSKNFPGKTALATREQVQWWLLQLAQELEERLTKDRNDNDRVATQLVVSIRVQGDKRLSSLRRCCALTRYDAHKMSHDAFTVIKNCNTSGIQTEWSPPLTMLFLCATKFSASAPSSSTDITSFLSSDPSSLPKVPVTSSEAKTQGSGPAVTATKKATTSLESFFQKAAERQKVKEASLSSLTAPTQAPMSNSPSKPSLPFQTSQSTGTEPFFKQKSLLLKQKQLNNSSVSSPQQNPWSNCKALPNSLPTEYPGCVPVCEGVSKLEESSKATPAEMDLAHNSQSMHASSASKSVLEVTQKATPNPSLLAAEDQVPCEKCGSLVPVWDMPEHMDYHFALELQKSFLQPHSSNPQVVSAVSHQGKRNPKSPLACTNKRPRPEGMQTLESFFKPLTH
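Fluorescent replication assay: 50 nM final substrate added after a 15 min room-temperature compound preincubation with 10 nM enzyme. Signal taken at 0 min and again at 10 min.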
* hit, by the source's call; i = inactive; ? = inconclusive; . = not tested or not shown; & = joins results of further samples; [ ] = remark or other dose. Unless noted, calls come from the whole dose curve; as a rule, active = well fitted curve in the direction sought with a large enough effect; inconclusive = small, poorly fitted or top-dose-only effect, or another doubt; inactive = no such curve, though single readings can be large; an effect the other way counts as inactive or inconclusive. Not all compounds are listed; rates above refer to the full screens.

1	CC(=O)N1CCc2cc(S(=O)(=O)NCCCN3CCN(Cc4ccccc4)CC3)ccc21
2	O=C1NC(=O)N(c2ccc(F)cc2)C(=O)/C1=C/c1ccsc1
3	C=CCn1c(O)c(C(C)=Nc2ccc3c(c2)CCC3)c(=O)[nH]c1=O
4	O=C(Nc1ccccc1)N1Cc2ccccc2-n2nncc2C1
5	O=P1(Oc2ccccc2)CC=CC(COC(c2ccccc2)(c2ccccc2)c2ccccc2)O1 (centres undefined)
6	O=C1/C(=C/c2cc3c(cc2Cl)OCO3)N2CCC1CC2
Compound,1,2,3,4,5,6
APE1 inh,0%,1%,-5%,.,-4%,11%
BLM inh,0%,3%,0%,.,-10%,0%
Tb PGK inh,2%,4%,-8%,-4%,.,.
RXFP1 antagonist,0,7,-10,.,.,.
Pol iota inh,25%,22%,45%[activator],-4%,16%,.
POLB inh,1%,3%,0%,.,.,-1%
Apoferritin bind,-4%,-7%,-12%,.,74%[activator],-4%
POLK inh,-11%,-21%,-2%,4%,12%,.
Pol eta inh,-15%,-9%,-12%,0%,.,.

7	CN1CCN(c2nc(N)c(Br)c(Cl)n2)CC1
8	CN1CCC(OC(=O)c2ccccc2)CC1
9	CC(=O)C1CCC2C3CCC4CC(C)(O)CCC4(C)C3CCC12C (centres undefined)
10	S=c1[nH]nc(C2CC2)n1Cc1ccccc1
11	C[C@]12Cc3cn4c(nc3C=C1CCC1C2CC[C@@]2(C)[C@H]1CC[C@@]2(O)C#N)nc1ccccc14 (some centres undefined)
12	C1CC2NCCC3NCCC(N1)N32 (centres undefined)
Compound,7,8,9,10,11,12
APE1 inh,-1%,70%[activator],-2%,17%,-2%,5%
BLM inh,-2%,-3%,-2%,-2%,.,-3%
Tb PGK inh,-9%,-6%,.,0%,.,i
RXFP1 antagonist,-2,0,.,4,.,8
Pol iota inh,-6%,21%,.,14%,4%[58.9 µM],-15%
POLB inh,13%,14%,.,70%,15%[57.1 µM],16%
Apoferritin bind,-8%,-3%,-6%,-3%,.,9%
POLK inh,0%,-1%,13%[60.1 µM],-18%,?,-7%
Pol eta inh,-3%,-21%,.,6%,?,-6%

Continued (3 carried over from the part before).
10	S=c1[nH]nc(C2CC2)n1Cc1ccccc1
11	C[C@]12Cc3cn4c(nc3C=C1CCC1C2CC[C@@]2(C)[C@H]1CC[C@@]2(O)C#N)nc1ccccc14 (some centres undefined)
12	C1CC2NCCC3NCCC(N1)N32 (centres undefined)
13	COc1ccc(NC(=O)[C@@H](NC(=O)N2C[C@H]3C[C@@H](C2)c2cccc(=O)n2C3)C(C)C)cc1
14	O=C(/C=C/c1ccc(F)cc1)NC(=S)N1C[C@H]2C[C@H](C1)c1cccc(=O)n1C2
15	O=C(CSc1ccc(-c2ccco2)nn1)Nc1ccccc1
16	c1ccc2c(CCNC3CCCCC3)c[nH]c2c1
17	C[C@@H](COc1ccccc1)N(CCCl)Cc1ccccc1
18	CC(C)Oc1ccc(C(=O)Nc2ccc3c(c2)CCCN3C(=O)c2cccs2)cc1
Compound,10,11,12,13,14,15,16,17,18
APE1 inh,17%,-2%,5%,22%,18%,?,2%,-1%[21 µM],.
BLM inh,-2%,.,-3%,-3%,4%,-25%,1%,-2%[21.4 µM],-8%
Tb PGK inh,0%,.,i,8%,-1%,0%,-6%,.,-13%
RXFP1 antagonist,4,.,8,.,.,0,10,.,-19
Pol iota inh,14%,4%[58.9 µM],-15%,46%[activator],-12%,133%[activator],33%[activator],.,-3%
POLB inh,70%,15%[57.1 µM],16%,19%,2%,-17%,3%,.,-28%
Apoferritin bind,-3%,.,9%,-9%,-16%,-4%,-12%,-9%[29.3 µM],?
POLK inh,-18%,?,-7%,7%,-12%,-30%,-16%,-6%[12 µM],-5%[60.1 µM]
Pol eta inh,6%,?,-6%,?,-7%,5%,-19%,.,-9%

19	CCCC/C(=N/O)c1c(C)[nH]c2ccccc12
20	O=C(Nc1ccccn1)NC12CC3CC(CC(C3)C1)C2
21	O=C(CSc1nc2ccccc2c(=O)[nH]1)Nc1ccc(Br)cc1
22	COc1ccc(CNC(=O)c2ccc(C(C)C)cc2)cc1
23	CN1CN=C(N[N+](=O)[O-])N(Cc2ccco2)C1
24	CN(C(=O)Cc1ccc(Cl)c(Cl)c1)[C@H](CN1CCCC1)c1ccccc1
Compound,19,20,21,22,23,24
APE1 inh,-3%,1%,18%,-5%,3%,-3%&-3%
BLM inh,-2%,-1%,1%,-3%,-3%,2%
Tb PGK inh,-2%,-7%,-3%,6%,-5%,.
RXFP1 antagonist,-11,-18,-4,-1,-6,.
Pol iota inh,43%[activator],6%,45%[activator],42%[activator],26%,.
POLB inh,39%,-7%,3%,-5%,5%,.
Apoferritin bind,-17%,?,-1%,?,-7%,-3%
POLK inh,-18%,-14%,-7%,-10%,0%,0%&-4%[19.4 µM]
Pol eta inh,-1%,-8%,-11%,-8%,-21%,.

25	Cc1ccc2cc(CNCCc3ccccc3C)c(=O)[nH]c2c1
26	O=[N+]([O-])c1oc2ccc3ccccc3c2c1CCO
27	CCOC(=O)c1c(C)[nH]c(C)c1S(=O)(=O)N1CCC(C(=O)N2CCN(c3cccc(Cl)c3)CC2)CC1
28	O=C(NCCCN1CCOCC1)NC12CC3CC(CC(C3)C1)C2
29	Cc1cccc(CN2CCN(c3ccc(Cl)cc3)CC2)c1
30	COc1cccc(C(=O)N2C[C@H]3C[C@@H](C2)c2cccc(=O)n2C3)c1
Compound,25,26,27,28,29,30
APE1 inh,36%,.,.,0%,-10%,32%
BLM inh,-5%,.,-2%,-19%,-4%,0%
Tb PGK inh,-5%,3%,6%,4%,-3%,3%
RXFP1 antagonist,-17,-3,-6,-7,?,.
Pol iota inh,128%[activator],16%,32%[activator],22%,-3%,43%[activator]
POLB inh,0%,.,31%,16%,0%,22%
Apoferritin bind,-18%,.,5%,-14%,-9%,-5%
POLK inh,8%,-15%,-5%[60.1 µM],3%,6%,12%
Pol eta inh,-6%,-9%,-15%,-15%,-22%,-20%

31	Cc1ccc(CN(Cc2ccccc2)C(=S)NCC(=O)N2CCC3(CC2)OCCO3)o1
32	COC(=O)/C(C)=C\CC12OC(C)(C)C3CC(C=C4C(=O)c5c(OC)c6c(c(CC=C(C)C)c5OC431)OC(C)(CCC=C(C)C)C=C6)C2=O (centres undefined)
33	Cc1cc(OCC(=O)NC(Cc2ccc(Cl)cc2)C(=O)O)c2c3c(c(=O)oc2c1)CCCC3 (centres undefined)
34	CC(C)=CCCC1(C)C=Cc2c(O)c3c(c(CC=C(C)C)c2O1)OC12C(=CC4CC1C(C)(C)OC2(C/C=C(/C)C(=O)O)C4=O)C3=O (centres undefined)
35	Cc1nn(CC(C)C)c(Cl)c1C(=O)NC1CCCCC1
36	COc1ccc(OC)c(-n2c(O)c(C=NCCN3CCNCC3)c(=O)[nH]c2=S)c1
Compound,31,32,33,34,35,36
APE1 inh,10%,-1%,-5%,1%,-17%,17%
BLM inh,-6%,-10%,2%,28µM*,.,3%
Tb PGK inh,i,.,3%,.,-4%,-6%
RXFP1 antagonist,-16,.,.,.,-2,-4
Pol iota inh,187%[activator],.,24%,.,8%,17%
POLB inh,22%,.,-24%,.,.,92%
Apoferritin bind,-10%,?,-21%,?,.,-6%
POLK inh,-8%,-24%[60.1 µM],-2%,22µM*,-6%,5%
Pol eta inh,-5%,.,-9%,.,-20%,-17%

37	Cc1sc(-n2c(C)cc(C=C3C(=O)NC(=O)NC3=O)c2C)c(C#N)c1C
38	CCN(CC)c1ccc(N=Cc2c(O)n(-c3ccc(Cl)cc3)c(=O)[nH]c2=O)cc1
39	CC(=O)c1c(C)n(Cc2ccccc2)c2ccc(O)cc12
40	Cc1ccc(Cl)cc1N1CCN(C(=O)C2CCC(CNS(=O)(=O)c3cccs3)CC2)CC1 (centres undefined)
41	CCCCn1c(=O)c(C(=O)Nc2ncccc2C)c(O)c2ccccc21
42	Cc1ccc(-n2c(O)c(/C=N/N3CCCCCC3)c(=O)[nH]c2=O)cc1C
Compound,37,38,39,40,41,42
APE1 inh,5%,2%,3%,.,-2%,0%
BLM inh,-5%,-1%,5%,-9%,-9%,-4%
Tb PGK inh,-11%,14%,-3%,i,-8%,i
RXFP1 antagonist,-7,0,-5,-3,-11,-2
Pol iota inh,?,19%,4%,5%,62%[activator],49%[activator]
POLB inh,1%,2%,8%,8%,3%,0%
Apoferritin bind,3%,-10%,0%,45%[activator],?,?
POLK inh,-10%,5%,-15%,1%,2%,3%
Pol eta inh,-16%,-10%,0%,-18%,-13%,-17%

43	Fc1ccc(CCNCc2ccc(Cl)c(Cl)c2)cc1
44	c1ccc2sc(C3CCCNC3)nc2c1 (centres undefined)
45	CC(C)c1ccccc1
46	CCN(CC)C(=O)c1ccc(NC(=O)CN2CCc3cc(OC)c(OC)cc3C2)cc1
47	Cc1cccc(OCC(=O)N2CCN(Cc3ccncc3)CC2)c1
Compound,43,44,45,46,47
APE1 inh,11%,-11%,?,32%[activator],-2%
BLM inh,-1%,-5%,.,-7%,-1%
Tb PGK inh,.,5%,2%,-7%,0%
RXFP1 antagonist,-9,6,.,-11,-8
Pol iota inh,15%,1%,22%,118%[activator],?
POLB inh,6%,17%,.,-1%,-4%
Apoferritin bind,-19%,12%,.,-4%,-4%
POLK inh,-10%,-8%,0%,-8%,4%
Pol eta inh,-6%,?,-16%,3%,?
